Compound activity (PubChem BioAssay)
MBNL1 CUG block: MBNL1-poly(CUG) RNA binding inhibition; Potency, µM (highest dose often 57.5 µM), for the others: at the highest dose activity change, negative = inhibition, actives largely listed as inhibitors; TR-FRET MBNL1-His/biotin-(CUG)12 binding, 665/545 ratio; 280,000 tested, 0.036% active; active means well fitted inhibition curve with a large enough effect in the signal ratio, with a control signal flat, not every such curve was filed as active; inconclusive means small, poorly fitted or top-dose-only effect, or effect the other way, or a change in a side signal; inactive means no such curve, though single readings can be large or run the other way; the % refers to the signal ratio; further: potency means the concentration at half of the fitted maximal effect; on the % scale 0 is the no-effect control and ±100 the full control effect
Target sequence (Q9NR56 whole entry, looked up): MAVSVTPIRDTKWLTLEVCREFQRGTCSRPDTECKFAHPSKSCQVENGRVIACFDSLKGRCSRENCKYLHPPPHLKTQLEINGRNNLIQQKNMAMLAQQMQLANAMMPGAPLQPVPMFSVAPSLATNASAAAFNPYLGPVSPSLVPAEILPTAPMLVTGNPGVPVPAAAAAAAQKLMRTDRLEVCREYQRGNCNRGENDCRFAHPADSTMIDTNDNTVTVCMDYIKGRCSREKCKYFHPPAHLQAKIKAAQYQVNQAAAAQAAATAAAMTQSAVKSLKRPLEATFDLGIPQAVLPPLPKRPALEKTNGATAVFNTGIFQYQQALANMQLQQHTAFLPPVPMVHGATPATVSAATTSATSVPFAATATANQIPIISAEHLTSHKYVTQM
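His-tagged MBNL1 binding to biotinylated (CUG)12 RNA was measured by TR-FRET using terbium anti-His antibody (0.055 ng/ul final) and streptavidin-XL665 (5 nM final). Compounds were titrated 92 nM to 58 uM; 60 min at room temperature.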
Menin MLL FP TR: displaces Texas Red mutant MLL peptide from human menin. 270,000 tested, 0.23% active. Menin + Texas Red MLL mutant peptide, fluorescence polarization. O00255. Potency, µM (highest dose often 61.6 µM), for inactives: at the top dose FP activity change, negative = inhibition, actives largely listed as inhibitors; active means well fitted inhibition curve with a large enough effect in the polarisation, with a control signal flat, not every such curve was filed as active; inconclusive means small, poorly fitted or top-dose-only effect, or effect the other way, or a change in a side signal; inactive means no such curve, though single readings can be large or run the other way; the % refers to the polarisation; further: potency means the concentration at half of the fitted maximal effect; % of control where 0% means no effect; many of its hits are not listed in these tables
VP16 counter: counter-screen for ROR gamma inhibitors: Gal4-VP16 reporter; Potency, µM (series often up to 53.6 µM), inactives show at the highest dose activity, negative = inhibition, hits mostly inhibitors; Drosophila S2 Gal4-VP16 UAS-luciferase, luminescence, 20 h; 310,000 tested, 3.5% active; AID 2546;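 further: Gal4-VP16 expression switched on by copper sulfate through the metallothionein promoter; potency means the concentration at half of the fitted maximal effect; on the % scale 0 is the no-effect control and ±100 the full control effect; nearly all actives have a fitted effect of over 50% in size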
ELG1 DNA repair: inhibitors of ELG1-dependent DNA repair in HEK293T cells. Potency, µM (top dose mostly 46.1 µM), for the others: top-dose activity change, negative = inhibition, most hits filed as inhibitors. HEK293T ELG1-luciferase reporter, luminescence, 16 h; DNA damage induced by 5-fluorouridine. 330,000 tested, 2.3% active. AID 504467; further: potency means the concentration at half of the fitted maximal effect; on the % scale 0 is the no-effect control and ±100 the full control effect; nearly all actives have a fitted effect of over 55% in size
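Quantitative HTS, concentration-response format. 2,000 cells/well co-treated with 5-fluorouridine and compound, 16 hr in 5% CO2 at 37 °C; ONE-Glo luminescence read after 30 min.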
Rab9 prom act: activates the Rab9 promoter; Huh7 Rab9 promoter-luciferase reporter, luminescence, 24 h; 320,000 tested, 2.8% active; AID 485297; Potency, µM (series often up to 9.22 µM), inactives show at the top dose activation, negative = inhibition, most hits filed as activators; further: potency means the concentration at half of the fitted maximal effect; % of control where 0% means no effect; nearly all actives have a fitted effect of over 60% in size
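Steps: seed 1500 Huh7 Rab9-luc cells per well, rest 2 h at 37 °C; add compound in DMSO; incubate 24 h; add luciferase reagent, 10 min ambient; read luminescence.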
NPC1 prom act: activators of NPC1 promoter; Huh7 NPC1 promoter luciferase reporter, 24 h; Potency, µM (series often up to 9.22 µM), inactives show top-dose activation, actives largely listed as activators; 320,000 tested, 2.4% active;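 further: potency means the concentration at half of the fitted maximal effect; % of control where 0% means no effect; nearly all actives have a fitted effect of over 60% in size; reporter is driven by a mutant NPC1 promoter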
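Luciferase expression driven by the NPC1 promoter was measured in stably transfected Huh7 cells after a 24 h compound incubation, using a luciferase reagent and a luminescence read.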
KCNH2 3.1 block: blocks the human KCNH2 3.1 channel isoform; AID 720553; 340,000 tested, 0.95% active; U2OS KCNH2 3.1, thallium flux FluxOr; active compounds read low; activity change, % (tested at about 1.8 µM);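 active means maximum activity change below -70%; inconclusive means maximum activity change from -70% to -50%; inactive means maximum activity change above -50%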;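 further: thallium influx rate constant from kinetic fluorescence after stimulation buffer; on the % scale 0 is the no-effect control and ±100 the full control effect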
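Kinetic fluorescence (2 min after stimulation buffer) measures Tl+ influx through KCNH2 3.1 expressed by viral transduction in U2OS cells; the rate constant is normalized against DMSO controls serving as positive and negative references.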
RORgamma inh: blocks mouse ROR gamma transcriptional activity. Drosophila S2 Gal4-RORgamma UAS-luciferase reporter, 20 h. Potency, µM (titrated, usually from 53.6 µM), without a hit: at the top dose activity change, negative = inhibition, most hits filed as inhibitors. 310,000 tested, 5.4% active; further: potency means the concentration at half of the fitted maximal effect; on the % scale 0 is the no-effect control and ±100 the full control effect; nearly all actives have a fitted effect of over 60% in size
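ROR gamma transcriptional activity was tracked as Gal4-UAS luciferase output in stably transfected Drosophila Schneider cells, with compound added 1 hr before 700 uM copper sulfate induction and a 20 hr ambient-temperature incubation.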
Mito fusion yeast: blocks mitochondrial division or promotes mitochondrial fusion; S. cerevisiae fusion-defective mutant growth rescue, CellTiterGlo 48 h; Potency, µM (doses to about 46.1 µM), inactives show top-dose growth rescue (activation), usual class: activators; 320,000 tested, 0.23% active;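 further: potency means the concentration at half of the fitted maximal effect; % of control where 0% means no effect; nearly all actives have a fitted effect of over 45% in size; temperature-sensitive fusion mutants such as fzo1-1 at 37 °C on non-fermentable ethanol glycerol medium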
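Luminescent cell viability in 1536-well qHTS format served as the measure of rescued growth in ts fusion-mutant S. cerevisiae cultured on non-fermentable YPEG for 48 hours at 37C.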
FLuc modulator: firefly luciferase modulation, counter-screen for miR-21 project; P08659; purified FLuc, Km substrates, luminescence inhibition; Potency, µM (highest dose often 57.5 µM), for inactives: top-dose activity change, negative = inhibition, hits mostly inhibitors; 360,000 tested, 6.9% active;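 further: potency means the concentration at half of the fitted maximal effect; plate controls were vehicle for no effect and reference inhibitor for full effect; nearly all actives have a fitted effect of over 55% in size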
Target sequence (P08659 whole entry, looked up): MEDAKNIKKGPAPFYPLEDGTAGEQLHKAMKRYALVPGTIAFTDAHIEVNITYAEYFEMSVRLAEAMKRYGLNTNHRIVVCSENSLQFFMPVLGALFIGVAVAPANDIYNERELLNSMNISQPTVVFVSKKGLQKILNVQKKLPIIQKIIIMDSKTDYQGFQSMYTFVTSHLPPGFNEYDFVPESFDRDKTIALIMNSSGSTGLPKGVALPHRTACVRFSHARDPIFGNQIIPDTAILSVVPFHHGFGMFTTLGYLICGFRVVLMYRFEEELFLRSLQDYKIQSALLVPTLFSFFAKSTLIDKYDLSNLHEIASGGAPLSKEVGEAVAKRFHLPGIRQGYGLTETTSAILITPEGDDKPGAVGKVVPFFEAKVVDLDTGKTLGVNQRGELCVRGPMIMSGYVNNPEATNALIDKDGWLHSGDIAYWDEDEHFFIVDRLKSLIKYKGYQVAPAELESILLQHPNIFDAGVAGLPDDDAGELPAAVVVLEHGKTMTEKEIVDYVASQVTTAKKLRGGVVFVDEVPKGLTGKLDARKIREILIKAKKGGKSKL
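Biochemical qHTS of compounds, final roughly 60 µM downward over six points, against 10 nM purified firefly luciferase using Km concentrations of substrates (10 uM D-luciferin, 10 uM ATP) in Tris acetate pH 7.5 buffer; luminescence output.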
PKM2 activator: increases activity of human pyruvate kinase M2; P14618; purified PKM2, Kinase-Glo ATP luminescence, activation; response scale: 0% is enzyme alone, no compound; Potency, µM (titrated, usually from 57.5 µM), inactives show at the highest dose activation, actives largely listed as activators; 260,000 tested, 0.34% active; further: potency means the concentration at half of the fitted maximal effect; on the % scale 0 is the no-effect control and ±100 the full control effect; nearly all actives have a fitted effect of over 55% in size
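hPK-M2, >95% pure; 0.1 mM ADP / 0.5 mM PEP final; imidazole pH7.2 buffer w/ 7 mM MgCl2, 50 mM KCl; 1 h RT; Kinase-Glo lum. Intermediate enzyme activity for dual inhibitor/activator qHTS.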
Starred values were filed as active, the others as inactive; ? = inconclusive; / = not tested or not shown; [ ] = another dose, or the depositor's remark. Unless noted, the call rests on the fitted dose curve; in most records, active means well fitted curve in the direction sought with a large enough effect; inconclusive means small, poorly fitted or top-dose-only effect, or another doubt; inactive means no such curve, though single readings can be large; an effect the other way counts as inactive or inconclusive.

SMILES	MBNL1 CUG block	Menin MLL FP TR	VP16 counter	ELG1 DNA repair	Rab9 prom act	NPC1 prom act	KCNH2 3.1 block	RORgamma inh	Mito fusion yeast	FLuc modulator	PKM2 activator
COc1ccc(NC(=O)c2cccc(S(=O)(=O)Nc3ccc(Br)cc3)c2)cn1	-5%	?	?	?	-12%	0%	9	?	2%	1%	-1%
O=[N+]([O-])c1ccc(NC(=S)NCC(c2cccnc2)N2CCOCC2)cc1 (centres undefined)	?	22%	-8%	4%	-3%	-4%	5	-12%	-2%	-3%	-15%
CC(C)(C)NC(=O)C[n+]1ccc(C(N)=O)cc1	14%	5%	-2%	12%	-7%	-1%	-31	-26%	1%	-2%	10%
CC(=O)C1=C(C)NC(SCc2cccc([N+](=O)[O-])c2)=C(C#N)C1c1ccco1 (centres undefined)	8%	?	8%	?	13%	1%	-13	34%	2%	0%	7.9µM*
Cc1cc2ccccn2c1C(=O)Nc1cccc(Cl)c1	/	85%[activator]	?	?	28%	-18%	0	39%	0%	13µM*	3%
CCOc1ccc2oc(=O)cc(CN3CCN(C(=O)c4ccco4)CC3)c2c1	5%	/	8%	-25%	16%	0%	-21	-22%	1%	1%	3%
O=c1ccn(-c2ccccc2)[nH]1	-3%	-10%	5%	?	10%	0%	-9	1%	-8%	-9%	-9%
CCOC(=O)C(=NC1CCS(=O)(=O)C1)NNc1cc(Cl)ccc1Cl (centres undefined)	-3%	/	-7%	?	-5%	-4%	2	-4%	1%	-6%	-4%
c1ccc(-c2csc(Nc3cccnc3)n2)cc1	10%	?	7%	?	2.8µM*	?	-11	-40%	17%	11µM*	-1%
CC1(CCc2ccccc2)NC(=O)N(Cc2cc([N+](=O)[O-])cc3c2OCOC3)C1=O (centres undefined)	26%	17%	0%	-11%	-1%	-5%	-14	3%	1%	6%	0%
CCOc1ccccc1CN1CCN(S(=O)(=O)CC)CC1	2%	-15%	-2%	1%	2%	-2%	-6	-5%	-4%	-2%	2%
O=[N+]([O-])c1ccc(-c2nnc3n2CCCCC3)cc1	?	15%	1%	17%	-1%	0%	-5	2%	0%	1%	/
COc1cc(/C=N/Nc2ccc(C(=O)O)cc2)ccc1O	?	12%	2.2µM*	?	?	?	-10	2.8µM*	-9%	1.9µM*	-6%
CCOC(=O)N1CCN(c2nc3ccccn3c(=O)c2C=O)CC1	?	-25%	2%	?	-6%	2%	1	14%	13%	0%	/
COC(=O)c1ccc(C(=O)N(Cc2ccccc2)c2ccccc2)cc1	-3%	-11%	-3%	6%	4%	0%	0	?	2%	1%	-3%
N#Cc1cccc(C(c2nnnn2CCc2ccccc2)N2CCN(C3CCCCC3)CC2)c1 (centres undefined)	-15%	-10%	5%	2%	-6%	0%	-2	?	-1%	2%	1%
O=C(CSC1=N/C(=C/c2ccco2)C(=O)N1c1ccc(OC(F)F)cc1)NC1CCS(=O)(=O)C1 (centres undefined)	25%	?	?	-4%	2%	0%	-9	17%	-5%	3%	8%
CCN(CC)c1ccc(/C=N/NC(=O)C(O)(c2ccccc2)c2ccccc2)o1	-10%	-1%	4µM*	-16%	-6%	2%	/	5.6µM*	-2%	-5%	7%
Cc1sc2nc(C(C)C)nc(SCC(=O)N3c4ccccc4CC3C)c2c1C (centres undefined)	/	-5%	18µM*	-20%	-1%	-5%	0	8.9µM*	4%	6%	3%
COc1ccc(N2CCN(C(=O)c3ccc(-c4nc5ccccc5s4)o3)CC2)cc1	/	/	/	-1%	18%	2%	-16	/	-1%	9.5µM*	/
COc1ccccc1C1(O)CC2CCC(C1)N2S(=O)(=O)c1ccc(C(C)=O)cc1 (centres undefined)	7%	-1%	0%	-12%	3%	-4%	-6	-5%[10 µM]	1%	-1%	11%
Cc1ccc(OCCCC(=O)N(C)CC(=O)Nc2ccccc2Br)cc1	/	/	/	8%	-2%	1%	12	/	4%	-3%	/
CCOc1cccc(C2CC(=O)Nc3cc(OC)c(OC)cc32)c1 (centres undefined)	2%	2%	18%	1%	-1%	2%	-33	?	-2%	3%	1%
CC1CCc2[nH]c3ccc(C(=O)N(C)CC(=O)Nc4ccccc4C(F)(F)F)cc3c2C1 (centres undefined)	/	/	/	?	4%	0%	-1	/	?	-20%	/
COc1ccc(CNC2c3ccccc3-c3ccccc32)cc1OC	5%	-4%	-2%	1%	1%	1%	2	-8%	-10%	-3%	-2%

Looked up above.
Result for Cc1ccc(OCCCC(=O)N(C)CC(=O)Nc2ccccc2Br)cc1 under Mito fusion yeast: 4%
Result for CC1(CCc2ccccc2)NC(=O)N(Cc2cc([N+](=O)[O-])cc3c2OCOC3)C1=O (centres undefined) under Menin MLL FP TR: 17%
Result for O=[N+]([O-])c1ccc(NC(=S)NCC(c2cccnc2)N2CCOCC2)cc1 (centres undefined) under VP16 counter: -8%
Result for CC(=O)C1=C(C)NC(SCc2cccc([N+](=O)[O-])c2)=C(C#N)C1c1ccco1 (centres undefined) under FLuc modulator: 0%

Continuation.
SMILES	MBNL1 CUG block	Menin MLL FP TR	VP16 counter	ELG1 DNA repair	Rab9 prom act	NPC1 prom act	KCNH2 3.1 block	RORgamma inh	Mito fusion yeast	FLuc modulator	PKM2 activator
O=C(CCCn1c(SCC(=O)c2ccc(Cl)cc2)nc2ccccc2c1=O)NCc1ccco1	8%	?	?	18%	-4%	-2%	-15	1%	-1%	6%	4%
O=C(Nc1ccc(N2CCN(Cc3ccccc3F)CC2)cc1)c1ccc([N+](=O)[O-])o1	?	/	?	2.6µM*	6%	-8%	-12	1%	-4%	-2%	-15%
CC(C)=CCC/C(C)=C/Cc1c(O)ccc(C(=O)/C=C/c2ccc(O)cc2)c1O	15%	?	?	-1%	1%	-3%	/	-1%	5%	-17%	-1%
NC(=O)c1cc(NC(=O)c2cc(Br)c(Br)s2)cc(C(N)=O)c1	/	?	-2%	2%	1%	-13%	-19	-9%	-1%	-12%	-7%
CCC(c1nnnn1C1CCCC1)N(Cc1cccs1)Cc1cc2cccc(C)c2[nH]c1=O (centres undefined)	-6%	-4%	9%	?	-5%	-7%	-24	?	8%	1%	-1%
CCOc1cc(/C=C2/C(=O)N(c3ccccc3)N=C2C)ccc1OC(=O)c1cccs1	4%	?	-7%	8%	1%	-3%	-2	0%	-6%	?	21%
COc1ccc(/C=N/n2c(SC)nnc2-c2ccccc2)c(OC)c1OC	-17%	-9%	2%	8.2µM*	-14%	-33%[inhibitor]	-10	-37%	-3%	-5%	-5%
COc1cc2c(cc1OC)CN(C(=O)c1ccc3nc[nH]c3c1)CC2	/	0%	-11%	3%	-17%	-28%	10	-4%	-4%	1%	3%
CCCCCCSc1nc(O)c(C2OC(=O)c3c2ccc(OC)c3OC)c(=O)n1CC (centres undefined)	-15%	-7%	9%	-7%	3%	4%	2	-23%	-2%	-11%	-9%
CCOC(=O)c1cncc(NC(=O)c2ccccc2)c1	2%	-11%	-11%	-19%	-1%	-2%	-3	23%	-1%	-2%	-5%
O=C(Cn1nnc(-c2cccc(C(F)(F)F)c2)n1)N1CCCCCC1	-12%	1%	1%	2%	11%	0%	-2	27%	1%	2%	7%
Cc1nn(Cc2ccccc2)c(C)c1NC(=O)c1cc2nc(-c3ccco3)cc(C(F)(F)F)n2n1	?	-27%	3%	?	-4%	-4%	-9	-1%	13%	-2%	-1%
COc1ccc(CCC(=O)Nc2ccc(-c3noc(-c4ccc(OC)c(OC)c4)n3)cc2)cc1	6%	?	-15%	?	?	?	-2	23%	5%	0%	-12%
C[C@H](N)c1nnc(SCC(=O)c2ccc(Cl)cc2)o1	-1%	/	-8%	4%	-7%	-1%	3	-20%	-3%	0%	-17%

A second format for part of the listing above:
Every second line gives: MBNL1 CUG block	Menin MLL FP TR	VP16 counter	ELG1 DNA repair	Rab9 prom act	NPC1 prom act	KCNH2 3.1 block	RORgamma inh	Mito fusion yeast	FLuc modulator	PKM2 activator
COc1ccc(N2CCN(C(=O)c3ccc(-c4nc5ccccc5s4)o3)CC2)cc1
→ /	/	/	-1%	18%	2%	-16	/	-1%	9.5µM*	/
COc1ccccc1C1(O)CC2CCC(C1)N2S(=O)(=O)c1ccc(C(C)=O)cc1 (centres undefined)
→ 7%	-1%	0%	-12%	3%	-4%	-6	-5%[10 µM]	1%	-1%	11%

Only part of the results is shown, so the mix of outcomes need not match the whole.
